Mtb BioA inh: inhibitors of Mycobacterium tuberculosis BioA enzyme | purified M. tuberculosis BioA enzyme, plate reader | 360,000 compounds, 0.096% hits | inhibition, % at 9.99 µM; in the data active = inhibition above about 40%
Numbers without * were called inactive. The list is partial; count on the stated rates, not on these rows.

Compound,Mtb BioA inh
C[C@@H]1CCCCO[C@H](CN(C)C(=O)Nc2ccc(C(F)(F)F)cc2)[C@H](C)CN([C@@H](C)CO)C(=O)c2cc(NS(C)(=O)=O)ccc2O1,-1.2
CCCC#Cc1ccc2c(c1)O[C@@H](CN(C)Cc1cccnc1)[C@H](C)CN([C@@H](C)CO)S2(=O)=O,3.2
C[C@@H]1CCCCO[C@@H](CN(C)Cc2ccc(C(F)(F)F)cc2)[C@@H](C)CN([C@@H](C)CO)C(=O)c2cc(NS(=O)(=O)c3ccccc3)ccc2O1,3.8
C[C@@H]1CN([C@H](C)CO)C(=O)CCCn2cc(nn2)CO[C@H]1CN(C)C(=O)CCCN(C)C,-0.6
CCS(=O)(=O)Nc1ccc2c(c1)C(=O)N(C)C[C@H](OC)[C@@H](C)CN(C(=O)c1ccc3c(c1)OCO3)[C@@H](C)CO2,-2.5
CC(=O)N1[C@H](CNC(=O)C2CC2)[C@@H](c2ccc(-c3ccccc3)cc2)[C@@H]1CO,1.8
O=C1c2ccccc2[C@@]2(Cc3ccccc3N(Cc3ccccc3)C2=O)[C@H](c2ccc(CO)cc2)N1C1CCCCC1,-1.8
O=C(Nc1ccccc1)N[C@@H]1CC[C@H](CCNS(=O)(=O)c2cccc(F)c2)O[C@H]1CO,5.0
C[C@@H]1CN([C@H](C)CO)C(=O)c2cc(NS(=O)(=O)c3ccc(Cl)cc3)ccc2O[C@@H]1CN(C)Cc1ccc(-c2ccccc2)cc1,-2.4
C[C@@H]1CN([C@H](C)CO)C(=O)c2cc(NC(=O)c3ccccc3)ccc2O[C@@H](C)CCCCO[C@H]1CN(C)S(=O)(=O)c1ccccc1,-2.1
O=C(C[C@@H]1CC[C@H](NC(=O)c2ccc3c(c2)OCO3)[C@@H](CO)O1)NCc1ccc(Oc2ccccc2)cc1,-0.7
O=C(CCN1CCCCC1)NCC[C@H]1CC[C@H](NC(=O)C2CCOCC2)[C@H](CO)O1,-1.0
COc1ccc(-c2ccc([C@H]3[C@H]4CN(C(=O)c5ccc6c(c5)OCO6)CCCCN4[C@H]3CO)cc2)cc1,2.7
COC(=O)C[C@@H]1CC[C@H]2[C@H](COc3ccc(NC(=O)c4cccs4)cc3C(=O)N2C)O1,1.0
COc1ccc(CN(C)C[C@@H]2OCCCC[C@@H](C)Oc3ccc(NC(=O)Nc4cccc5ccccc45)cc3C(=O)N([C@H](C)CO)C[C@H]2C)cc1,0.0
CO[C@@H]1CN(C)C(=O)c2ccc(NS(=O)(=O)c3ccccc3C)cc2OC[C@H](C)NC[C@H]1C,-1.9
CCCNC(=O)N1[C@H](CO)[C@@H]2c3ccccc3N(C)C[C@@H]21,4.2
Cc1noc(C)c1S(=O)(=O)N(C)C[C@H]1OCCCC[C@@H](C)Oc2ccc(N(C)C)cc2C(=O)N([C@H](C)CO)C[C@@H]1C,-3.9
COc1cccc(NC(=O)N[C@H]2CC[C@H](CC(=O)Nc3ccccc3)O[C@@H]2CO)c1,2.6
COC(=O)[C@H]1[C@H](CO)[C@H]2Cn3c(ccc(-c4ccccc4F)c3=O)[C@@H]1N2C(=O)C1CC1,1.1
C[C@H]1CN([C@@H](C)CO)C(=O)Cc2cc(NC(=O)CCN3CCOCC3)ccc2O[C@H]1CN(C)S(C)(=O)=O,-0.8
C[C@@H]1CCCCO[C@@H](CN(C)S(=O)(=O)c2ccccc2)[C@H](C)CN([C@@H](C)CO)C(=O)c2cc(NC(=O)Nc3ccc(C(F)(F)F)cc3)ccc2O1,-1.4
O=C(C[C@@H]1C=C[C@@H](NC(=O)c2ccncc2)[C@H](CO)O1)NCCc1ccncc1,-3.9
COc1ccccc1CN1[C@@H](CO)[C@@H]2c3ccccc3N(C(=O)C3CCCC3)C[C@@H]21,5.6
CO[C@H]1CN(C)C(=O)c2ccc(NC(C)=O)cc2OC[C@@H](C)N(C(=O)c2ccc(F)cc2)C[C@@H]1C,2.7
CCCNC(=O)N(C)C[C@H]1Oc2ncc(C#CCC(C)C)cc2C(=O)N([C@@H](C)CO)C[C@@H]1C,-3.6
CN(C)C(=O)[C@H]1[C@H](CO)[C@H]2Cn3c(ccc(-c4ccccc4)c3=O)[C@H]2N1Cc1ccccc1,1.4
CN1C(=O)c2cc(NC(=O)Cc3ccccc3)ccc2OC[C@H]2O[C@H](CC(=O)NCc3ccc(Cl)cc3)CC[C@H]21,-2.9
CN(C)C(=O)C[C@@H]1C[C@H]2c3cc(NC(=O)c4cccnc4)ccc3O[C@H]2[C@H](CO)O1,14
Cc1noc(C)c1NC(=O)Nc1cccc2c1O[C@H](CN(C)C(=O)Nc1ccccc1)[C@@H](C)CN([C@@H](C)CO)C2=O,7.8

As entered above:
Under Mtb BioA inh, COc1ccc(CN(C)C[C@@H]2OCCCC[C@@H](C)Oc3ccc(NC(=O)Nc4cccc5ccccc45)cc3C(=O)N([C@H](C)CO)C[C@H]2C)cc1 reads 0.0
Under Mtb BioA inh, COC(=O)C[C@@H]1CC[C@H]2[C@H](COc3ccc(NC(=O)c4cccs4)cc3C(=O)N2C)O1 reads 1.0
Under Mtb BioA inh, CN1C(=O)c2cc(NC(=O)Cc3ccccc3)ccc2OC[C@H]2O[C@H](CC(=O)NCc3ccc(Cl)cc3)CC[C@H]21 reads -2.9
Under Mtb BioA inh, COC(=O)[C@H]1[C@H](CO)[C@H]2Cn3c(ccc(-c4ccccc4F)c3=O)[C@@H]1N2C(=O)C1CC1 reads 1.1
Under Mtb BioA inh, C[C@@H]1CN([C@H](C)CO)C(=O)CCCn2cc(nn2)CO[C@H]1CN(C)C(=O)CCCN(C)C reads -0.6
Under Mtb BioA inh, C[C@@H]1CN([C@H](C)CO)C(=O)c2cc(NC(=O)c3ccccc3)ccc2O[C@@H](C)CCCCO[C@H]1CN(C)S(=O)(=O)c1ccccc1 reads -2.1
Under Mtb BioA inh, O=C(Nc1ccccc1)N[C@@H]1CC[C@H](CCNS(=O)(=O)c2cccc(F)c2)O[C@H]1CO reads 5.0

More compounds follow:
Compound,Mtb BioA inh
CO[C@H]1CN(C)C(=O)c2cc(NC(=O)Nc3cccc(F)c3)ccc2OC[C@@H](C)N(C(=O)C2CC2)C[C@H]1C,6.0
Cc1ccc(S(=O)(=O)N[C@H]2CC[C@H](CCn3cc(-c4cccnc4)nn3)O[C@H]2CO)cc1,5.1
O=C(C[C@H]1CC[C@H]2[C@@H](COC[C@H](O)CN2Cc2cc(F)cc(F)c2)O1)NCc1cccc(F)c1,-0.7
CN(C)C(=O)C[C@H]1CC[C@@H]2[C@H](COC[C@@H](O)CN2CC2CCCC2)O1,-2.3
C[C@H](CO)N1C[C@H](C)[C@@H](CN(C)Cc2ccc(C(=O)O)cc2)Oc2ccc(NC(=O)C3CC3)cc2C1=O,0.5
Cc1ccc(S(=O)(=O)N(C)C[C@@H]2Oc3ccc(NC(=O)Nc4ccccc4)cc3C(=O)N([C@@H](C)CO)C[C@@H]2C)cc1,-0.5
CO[C@@H]1CN(C)C(=O)c2ccc(NC(=O)C3CCOCC3)cc2OC[C@@H](C)N(C(=O)C2CCOCC2)C[C@H]1C,-3.1
CC(C)NC(=O)N(C)C[C@H]1OCCCC[C@H](C)Oc2ccc(NS(=O)(=O)c3ccc(F)cc3)cc2C(=O)N([C@@H](C)CO)C[C@H]1C,4.2
O=C(NCc1ccc(F)cc1)[C@@H]1[C@@H](CO)[C@@H]2Cn3c(cccc3=O)[C@@H]2N1C(=O)c1cccnc1,-1.7
COc1ccccc1CN1[C@H](CO)[C@@H]2c3ccccc3N(C(=O)C3CCC3)C[C@@H]21,2.2

Given as labelled records: two of the compounds above
Cc1ccc(S(=O)(=O)N(C)C[C@@H]2Oc3ccc(NC(=O)Nc4ccccc4)cc3C(=O)N([C@@H](C)CO)C[C@@H]2C)cc1
- Mtb BioA inh = -0.5

CO[C@@H]1CN(C)C(=O)c2ccc(NC(=O)C3CCOCC3)cc2OC[C@@H](C)N(C(=O)C2CCOCC2)C[C@H]1C
- Mtb BioA inh = -3.1

The listing continues:
Compound,Mtb BioA inh
CO[C@@H]1CN(C)C(=O)c2ccc(NC(=O)C3CC3)cc2OC[C@@H](C)N(C)C[C@@H]1C,-2.9
Cc1noc(C)c1NC(=O)Nc1ccc2c(c1)C(=O)N([C@H](C)CO)C[C@@H](C)[C@@H](CN(C)S(=O)(=O)c1ccccc1)OCCCC[C@H](C)O2,0.0
COc1ccc(NC(=O)N[C@@H]2C=C[C@@H](CC(=O)NC3CCCCC3)O[C@H]2CO)cc1,-1.2
COc1ccc(CN(C)C[C@@H]2OCCCC[C@H](C)Oc3ccc(NS(=O)(=O)c4ccccc4)cc3C(=O)N([C@H](C)CO)C[C@H]2C)cc1,0.7
C[C@@H]1CN([C@@H](C)CO)S(=O)(=O)c2ccc(-c3ccc(F)cc3)cc2O[C@@H]1CN(C)C(=O)c1ccccc1F,-1.9
COc1ccc(S(=O)(=O)Nc2ccc3c(c2)CC(=O)N([C@H](C)CO)C[C@@H](C)[C@H](CN(C)S(=O)(=O)c2ccc(Cl)cc2)O3)cc1,0.6
CC(=O)N(C)C[C@H]1Oc2ncc(-c3ccccc3C)cc2C(=O)N([C@H](C)CO)C[C@@H]1C,0.1
CCCNC(=O)Nc1ccc2c(c1)OC[C@@H](C)N(Cc1cncnc1)C[C@H](C)[C@@H](OC)CN(C)C2=O,0.3
OC[C@@H]1[C@@H](c2ccc(C#CC3(O)CCCC3)cc2)[C@@H]2CN(Cc3ccccc3F)CCCCN12,-2.9
O=C(c1ccc(F)cc1)N1CCCCN2[C@H](CO)[C@@H](c3ccc(-c4ccc(F)cc4)cc3)[C@@H]2C1,2.3
CN1CCCCN2[C@H](CO)[C@H](c3ccc(/C=C/c4ccccc4)cc3)[C@H]2C1,-2.8
C[C@@H]1CN([C@H](C)CO)C(=O)c2cccc(NC(=O)c3cnccn3)c2O[C@H]1CN(C)Cc1ccc(C(F)(F)F)cc1,4.0
O=C(NC[C@H]1[C@H](c2ccccc2)[C@H](CO)N1Cc1ccccn1)C1CCC1,-4.7
CC(C)NC(=O)N[C@H]1CC[C@H](CCn2cc(-c3ccc(F)cc3)nn2)O[C@@H]1CO,-4.0
CO[C@@H]1CN(C)C(=O)c2ccc(NS(=O)(=O)c3ccccc3C)cc2OC[C@@H](C)N(S(C)(=O)=O)C[C@H]1C,-2.4
CC=Cc1ccc2n(c1=O)C[C@@H]1[C@@H](CO)[C@H](C(=O)NCc3ccccn3)[C@H]2N1CCC (mixture of isomers),0.0
C[C@@H]1CN([C@@H](C)CO)C(=O)c2cc(NS(=O)(=O)c3ccc(F)cc3)ccc2O[C@H]1CN(C)Cc1ccc(-c2ccccc2)cc1,-0.6
C[C@H](CO)N1C[C@H](C)[C@@H](CN(C)S(=O)(=O)c2ccc(Cl)cc2)OCCCC[C@H](C)Oc2ccc(NS(C)(=O)=O)cc2C1=O,-0.3
C[C@@H]1CCCCO[C@H](CN(C)Cc2ccccc2)[C@@H](C)CN([C@H](C)CO)C(=O)c2cc(NC(=O)Nc3ccccc3)ccc2O1,-2.1
N#C[C@@H]1[C@H](c2ccc(C#Cc3ccccc3F)cc2)[C@@H](CO)N1C(=O)C1CC1,-0.5
C[C@H]1CN([C@@H](C)CO)C(=O)c2cc(NC(=O)c3ccncc3)ccc2O[C@H]1CN(C)Cc1ccc(Cl)c(Cl)c1,-0.2
O=C(C[C@@H]1C[C@@H]2c3cc(NS(=O)(=O)c4ccc(F)cc4)ccc3O[C@@H]2[C@H](CO)O1)NCC(F)(F)F,-0.4
O=C(N[C@@H]1CC[C@H](CCn2cc(-c3ccccc3F)nn2)O[C@@H]1CO)c1ccc2c(c1)OCO2,5.3
Cc1ccc(S(=O)(=O)N(C)C[C@@H]2OCc3ccccc3-c3c(n(C)c4ccccc34)C(=O)N([C@@H](C)CO)C[C@H]2C)cc1,0.7
COc1ccc(-c2cn(CC[C@@H]3CC[C@H](NC(=O)Cc4ccccn4)[C@H](CO)O3)nn2)cc1,0.4
C[C@H]1CN([C@@H](C)CO)C(=O)c2cc(C3=CCCCC3)cnc2O[C@H]1CN(C)Cc1ccccc1F,-1.0
Cc1noc(C)c1S(=O)(=O)Nc1ccc2c(c1)CC(=O)N([C@@H](C)CO)C[C@H](C)[C@@H](CN(C)Cc1ccc3c(c1)OCO3)O2,-3.4
Cc1ccccc1S(=O)(=O)N1C[C@H](O)COC[C@H]2O[C@@H](CC(=O)NCc3ccccc3Cl)CC[C@@H]21,2.5
CCC(=O)Nc1ccc2c(c1)OC[C@H](C)N(Cc1ccccn1)C[C@H](C)[C@@H](OC)CN(C)C2=O,-1.6
O=C(C[C@@H]1C[C@H]2c3cc(NC(=O)Nc4ccc(C(F)(F)F)cc4)ccc3O[C@H]2[C@@H](CO)O1)NCc1cccnc1,-1.7
O=C(CN1CCOCC1)N1CCCCN2[C@H](CO)[C@@H](c3ccc(C#Cc4ccccc4)cc3)[C@H]2C1,0.2
CCS(=O)(=O)N[C@@H]1C=C[C@H](CC(=O)N2CCCCC2)O[C@H]1CO,-0.9
CN(C)C(=O)C[C@@H]1C=C[C@@H](NC(=O)C2CCC2)[C@H](CO)O1,-2.2
O=C(C[C@@H]1CC[C@H]2[C@@H](COC[C@H](O)CN2C(=O)c2ccncc2)O1)NCc1ccc(-c2ccccc2)cc1,-0.6
COCC(=O)Nc1ccc2c(c1)C(=O)N(C)C[C@H](OC)[C@@H](C)CN(C(=O)c1cccnc1)[C@@H](C)CO2,-2.8
N#C[C@H]1[C@H](c2ccc(C3=CCCC3)cc2)[C@@H](CO)N1C(=O)NC1CCCC1,1.9
Cc1noc(C)c1NC(=O)N(C)C[C@H]1Oc2ncc(C#CCN(C)C)cc2C(=O)N([C@@H](C)CO)C[C@@H]1C,1.7
C[C@H]1CN([C@@H](C)CO)S(=O)(=O)c2ccc(C#CC3CC3)cc2O[C@H]1CN(C)Cc1ccccn1,0.0
Cc1cc(C(=O)Nc2cccc3c2O[C@H](CN(C)Cc2ccc(Oc4ccccc4)cc2)[C@@H](C)CN([C@H](C)CO)C3=O)n(C)n1,-0.1
COCCOC(=O)N1C(=O)[C@@]2(c3cc(C#CC4=CCCCC4)ccc31)[C@H](c1ccc(O)cc1)N1[C@H](c3ccccc3)[C@H](c3ccccc3)OC(=O)[C@H]1[C@@H]2C(N)=O,-0.1
COc1ccc(S(=O)(=O)N(C)C[C@@H]2Oc3ccc(NC(=O)C4CC4)cc3CC(=O)N([C@H](C)CO)C[C@@H]2C)cc1,-2.5
CNC[C@H]1OCCCC[C@@H](C)Oc2ccc(NS(=O)(=O)c3ccc(OC)cc3)cc2C(=O)N([C@H](C)CO)C[C@@H]1C,-3.9
